Assay outcomes (PubChem BioAssay)
MEP2 TOR yeast: yeast TOR pathway MEP2-GFP modulation; S. cerevisiae MEP2-GFP strain, flow cytometry GFP, 3 h; 100% = DMSO control level; GFP response vs DMSO, % at 10 µM; 0.51% of 330,000 active; AID 2016;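 active = GFP response versus DMSO above a set limit, roughly screen mean plus 3 SD, cut at about 180% in these data; inconclusive = fewer than 70 cells counted for a yeast strain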;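 also: median GFP fluorescence of the barcode-gated MEP2-GFP cells per well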
ZTA DNA inh: ZTA (EBV) inhibition in EBNA-1 counter-screen; P03206; ZTA-DNA binding, fluorescence polarization; inhibition, % at 11 µM; 0.15% of 320,000 active; in the data active = inhibition above about 33%
RPL19A-GFP yeast: yeast TOR pathway RPL19A-GFP modulation | S. cerevisiae RPL19A-GFP strain, flow cytometry, 3 h; hits give low values | percent response vs DMSO, % at 10 µM | 0.3% of 330,000 active;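 active = percent response vs DMSO below 50%; inconclusive = fewer than 70 events counted for the yeast strain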;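 also: median channel GFP fluorescence of the barcoded RPL19A-GFP strain; ratio of sample median GFP to plate DMSO average so 100% = DMSO; lower means less RPL19A-GFP as with rapamycin TOR inhibition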
proCasp3 act: activators of human procaspase-3; activation, % at 8.5 µM; 0.11% of 330,000 active; P42574; recombinant procaspase-3 D3A, Ac-DEVD-pNA absorbance 405 nm;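 active = activation above the mean of all tested compounds plus 3 SD, cut at about 21% in these data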;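 also: 0% = DMSO alone and 100% = DMSO wells spiked with extra 5 µM PC-3 D3A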
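material = Procaspase-3 D3A mutant | probe or stimulus = Ac-DEVD-pNA | compound = single dose, 8.5 µM nominal compound, 0.8% DMSO | timing = 1 h preincubation, 2 h reaction | measured by = 405 nm absorbance of p-nitroaniline, reads at 0 and 120 min | benchmarks = DMSO-only low control, 5 µM PC-3 D3A high control | repeats = singlicate, each compound tested once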
LAP4-GFP MLPCN: modulators of TOR pathway LAP4-GFP in S. cerevisiae. S. cerevisiae LAP4-GFP multiplex, flow cytometry GFP, 3 h; median GFP as percent of DMSO wells. GFP response vs DMSO, % at 10 µM. 0.34% of 320,000 active. AID 2023;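 active = GFP response vs DMSO above a set limit, about the screen mean plus 3 SD, cut at about 150% in these data; inconclusive = under 70 cell events counted for the yeast strain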
EBNA-1 inh: blocks EBNA-1 binding to DNA | AID 1950 | inhibition, % at 14.8 µM | 0.34% of 300,000 active | EBNA-1 DNA binding, fluorescence polarization; in the data active = inhibition above about 28%
procasp7 counter: counter-screen for procaspase-3 activators: activators of human procaspase-7; P55210; recombinant procaspase-7, Ac-DEVD-pNA absorbance 405 nm; D23A/D198A/D206A triple mutant, cannot self-cleave; scale: DMSO 0, 5 µM enzyme 100; activation, % at 8.5 µM; 0.093% of 330,000 active;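 active = percent activation above the screen-wide mean plus 3 SD, cut at about 25% in these data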
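Assay system: Uncleavable procaspase-7 mutant enzyme / Input: 2 µM procaspase-7 mutant as dispensed / Dosing: single nominal 8.5 µM compound dose, 0.8% DMSO final / Timing: 1 h enzyme–compound preincubation and 2 h substrate reaction, both 25 °C / Detection: p-Nitroaniline absorbance at 405 nm, read at 0 and 120 min / Replication: singlicate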
AHR act: activates the human aryl hydrocarbon receptor | AID 2796 | AHR-responsive luciferase reporter cells, luminescence | P35869 | 2.5% of 320,000 active | activation, % at 5 µM; in the data active = activation above about 47%;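 also: 0% = vehicle wells and 100% = reference agonist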
* marks the source's active call; other numbers are inactive results; u = inconclusive; x = not tested or not shown.

Each structure is followed by: AHR act | LAP4-GFP MLPCN | ZTA DNA inh | EBNA-1 inh | proCasp3 act | procasp7 counter | RPL19A-GFP yeast | MEP2 TOR yeast
- CC(C)C(C(=O)Nc1nccs1)N1C(=O)c2ccccc2C1=O (stereo unspecified)
    -1 | 96 | -5 | -11 | -6 | -13 | 102 | 101
- Cc1ccc2c(C)c(C(=O)N3CCN(Cc4ccccn4)CC3)oc2c1C
    13 | 100 | -6 | -1 | -7 | -4 | 99 | 102
- CCCc1ccc(OC(=O)c2cccs2)cc1
    1 | 98 | 6 | -1 | 4 | -2 | x | 99
- COc1ccc(NC(=O)CSc2nnnn2C2CCCCC2)cc1
    -1 | 92 | 6 | -4 | 0 | -1 | 103 | 99
- CCOC(=O)C1=C(C)NC2=C(C(=O)C(C(=O)OCC)C(c3ccco3)C2)C1c1ccccn1 (stereo unspecified)
    1 | 108 | 11 | 4 | -1 | -4 | 104 | 100
- COc1ccccc1N1CCN(C(=O)c2c(C)cc(=O)oc2C)CC1
    0 | u | -13 | -1 | 3 | 13 | u | u
- COC(=O)c1ccc(NC(=O)CCN2C(=O)NC(C)(C)C2=O)cc1
    0 | 100 | 0 | x | 2 | 11 | 101 | 105
- COc1cc(C(c2c(C)[nH][nH]c2=O)c2c(C)[nH][nH]c2=O)cc(Cl)c1O
    -1 | 82 | -13 | -12 | 8 | 10 | 108 | 97
- CN(C)S(=O)(=O)c1cccc(NC(=O)c2cc(-c3cccs3)nn2-c2ccccc2)c1
    5 | x | 15 | 5 | -2 | 3 | x | x
- O=S(=O)(Nc1ccncc1)c1cc(Cl)c(Cl)cc1Cl
    -1 | 85 | -4 | 9 | 2 | 10 | 94 | 89
- COc1ccc(OCCCC(=O)Nc2ccc(N3CCCCC3)cc2)cc1
    -2 | 96 | 5 | -6 | 8 | -2 | 100 | 108
- COc1ccc(-c2nn(CCC#N)cc2C(=O)Nc2cccc(C(=O)O)c2)cc1[N+](=O)[O-]
    -2 | 81 | 11 | 11 | 6 | -2 | 98 | 100
- CCOC(=O)Cn1nnnc1CN(Cc1cccs1)Cc1cc2cc(C)cc(C)c2[nH]c1=O
    0 | 99 | -11 | -15 | 0 | 1 | 102 | 103
- Cc1cc(C(=O)N2CCN(c3cccc(Cl)c3)CC2)c(C)o1
    1 | 109 | -13 | 2 | -2 | 8 | 98 | 105
- CCOC(=O)Cc1csc(NC(=O)c2ccc(OC)c(OC)c2)n1
    9 | 105 | 0 | 6 | 0 | 6 | 103 | 98
- O=C(N/N=C/c1cccnc1)/C(=C\c1cccs1)NC(=O)c1ccccc1
    4 | 87 | -3 | -5 | -5 | -4 | 96 | 94
- O=C(O)CCc1ccc(-c2ccccc2)n1-c1cccc(C(=O)O)c1
    1 | 96 | -11 | 1 | -5 | 11 | 103 | 100
- CCSc1nnc(NC(=O)C2Cc3ccccc3CN2S(=O)(=O)CC)s1 (stereo unspecified)
    1 | 105 | 4 | -5 | 4 | -4 | 96 | 106
- NS(=O)(=O)c1cccc(NC(=O)COC(=O)c2cc(Cl)ccc2[N+](=O)[O-])c1
    0 | 106 | 0 | 1 | -6 | -5 | 98 | 97
- N#C/C(=C\c1ccc(N2CCOCC2)o1)C(=O)N1CCOCC1
    8 | 99 | 2 | 9 | 1 | -15 | 101 | 109
- Nc1sc(-c2ccccc2)cc1-c1n[nH]c(=S)n1C1CCCCC1
    2 | 91 | -17 | 4 | -12 | -9 | 96 | 92
- CCCCn1c(N)c(N(CCC(C)C)C(=O)c2ccc(C)o2)c(=O)[nH]c1=O
    0 | 107 | -3 | x | -3 | 7 | 103 | 105
- CCC(Sc1nc2ncccc2[nH]1)C(=O)NCCc1ccccc1 (stereo unspecified)
    0 | 125 | -2 | 4 | 4 | 5 | 101 | 104
- CNS(=O)(=O)c1cccc(C(=O)OCC(=O)N(Cc2ccccc2)C(C)(C)C)c1
    0 | 99 | -9 | -1 | 6 | 1 | 94 | 96
- COc1ccc(C(=O)Nc2ccc(CN3CCS(=O)(=O)CC3)cc2)cc1
    -2 | 107 | 10 | 4 | -9 | 19 | 94 | 104
- C[C@@H](CSc1ccc(Br)cc1)CN1CC[C@H](O)CCC1=O
    0 | 98 | -1 | x | 1 | 0 | 90 | 81
- CN(C)c1nc(NN)nc(Nc2ccc(F)cc2)n1
    76* | 99 | 4 | -6 | 0 | -3 | 103 | 101
- O=C(CCC(=O)N1CCc2ccccc2C1)N1CCN(S(=O)(=O)c2ccccc2)CC1
    6 | 99 | -8 | -1 | -2 | 7 | 96 | 96
- CCOC(=O)Cc1csc(NC(=O)CN2CCCCC2)n1
    -2 | 89 | 16 | 2 | 8 | 0 | 110 | 111
- COc1ccc(Nc2nccc(-c3ccc([N+](=O)[O-])cc3)n2)cc1
    61* | 95 | 3 | -15 | 0 | -3 | 97 | 111
- CCCSc1ccc([C@@H]2[C@H]3C(=O)N(C)C(=O)[C@H]3[C@]3(C(=O)OC)CCCN23)cc1OC
    2 | 91 | x | x | -5 | -4 | 96 | 98
- CNS(=O)(=O)c1ccc2c(c1)C(=O)c1cc(S(=O)(=O)NC)ccc1CC2
    0 | 102 | x | x | 9 | 0 | 94 | 93
- Cc1cccc(OCCc2nnc(N)s2)c1C
    1 | 100 | 6 | -9 | 2 | 5 | 105 | 107
- CCc1nnc(NS(=O)(=O)c2ccc(NC(=O)c3cccc(OC(F)(F)C(F)F)c3)cc2)s1
    -3 | 100 | 2 | 8 | -5 | -2 | 90 | 91
- CCCCN(C(=N)N1CCCCC1)c1nc(C)c([N+](=O)[O-])c(=O)[nH]1
    0 | 92 | 2 | -6 | 3 | -1 | 101 | 105
- O=C(CCN1CCN(c2ccccc2)CC1)NNC(=S)Nc1ccccc1
    -1 | 93 | -15 | -5 | -2 | -8 | 94 | 96
- c1cn(C23CC4CC(CC(C4)C2)C3)cn1
    4 | 101 | -18 | -14 | 3 | 3 | 104 | 103
- O=C(CSc1ncn[nH]1)Nc1ccc(OCc2ccccc2)cc1
    2 | 105 | -9 | -16 | -7 | -1 | 109 | 111
- CNS(=O)(=O)c1ccc(NC(=S)Nc2ccc3c(c2)OCO3)cc1
    12 | 97 | -20 | -3 | -4 | -16 | 88 | 92
- c1nc(N2CCCCCC2)c2[nH]cnc2n1
    -2 | 97 | 0 | -5 | 2 | -1 | 99 | 99

4 entries from above, comma-delimited.
molecule,AHR act,LAP4-GFP MLPCN,ZTA DNA inh,EBNA-1 inh,proCasp3 act,procasp7 counter,RPL19A-GFP yeast,MEP2 TOR yeast
c1nc(N2CCCCCC2)c2[nH]cnc2n1,-2,97,0,-5,2,-1,99,99
CCCCn1c(N)c(N(CCC(C)C)C(=O)c2ccc(C)o2)c(=O)[nH]c1=O,0,107,-3,x,-3,7,103,105
Cc1cccc(OCCc2nnc(N)s2)c1C,1,100,6,-9,2,5,105,107
O=C(CSc1ncn[nH]1)Nc1ccc(OCc2ccccc2)cc1,2,105,-9,-16,-7,-1,109,111

(continued)
Each structure is followed by: AHR act | LAP4-GFP MLPCN | ZTA DNA inh | EBNA-1 inh | proCasp3 act | procasp7 counter | RPL19A-GFP yeast | MEP2 TOR yeast
- Cn1ccnc1SC(C(=O)O)c1ccccc1 (stereo unspecified)
    -1 | 87 | -10 | -7 | -4 | 6 | 107 | 106
- CCn1c(=O)cc(OCC(=O)NCC2CCCO2)c2ccccc21 (stereo unspecified)
    9 | 99 | 10 | 7 | 10 | 2 | 100 | 103
- Cc1cccc(CS(=O)(=O)Cc2ccc(C(=O)NC3CCCCC3)o2)c1
    2 | 96 | -4 | -6 | -3 | -7 | 99 | 93
- O=C(C(=O)N1CCCc2ccccc21)c1cn(CC(=O)N2CCOCC2)c2ccccc12
    8 | 92 | -31 | -6 | 1 | 6 | 99 | 103
- COc1cccc(NC(=S)C(C#N)=C2N(C)c3ccccc3N2C)c1
    7 | 97 | -21 | -12 | 0 | 2 | 99 | 101
- CCCCCCCNC(=O)C1(CC2CC(c3cccc(Br)c3)=NO2)CCNCC1 (stereo unspecified)
    2 | 118 | 8 | 3 | 5 | 6 | 111 | 100
- O=C(NCCc1ccccn1)c1ccc(COc2ccccc2)o1
    7 | 102 | 2 | 7 | 1 | 6 | 101 | 102
- O=C(c1ccccc1F)N1CCN(C(=O)C(c2ccccc2)c2ccccc2)CC1
    1 | 96 | -3 | 0 | -1 | 1 | 99 | 102
- Cc1ccccc1NC1=NCC(c2ccc([N+](=O)[O-])cc2)S1 (stereo unspecified)
    10 | 94 | -21 | -7 | -10 | -3 | 99 | 109
- Cc1cccc(/C=N/NC(=O)c2cc(C)nc3ccccc23)n1
    1 | 106 | -18 | 1 | 4 | 7 | 100 | 126
- COc1ccc2[nH]cc(CCNC(=O)COc3ccc4ccc(=O)oc4c3)c2c1
    3 | 101 | 0 | 0 | 2 | 2 | 99 | 98
- CCn1c(=O)n(CC)c2cc(S(=O)(=O)Nc3cc(C)cc(C)c3C#N)ccc21
    1 | 104 | 4 | 17 | -2 | 9 | 99 | 104
- O=C(O)CCN1CCN(S(=O)(=O)c2ccc3ccccc3c2)CC1
    2 | 93 | -2 | 5 | 4 | 5 | 103 | 104
- O=[N+]([O-])c1cc(CS(=O)(=O)Oc2ccc(Cl)cc2)c(O)c([N+](=O)[O-])c1
    4 | 96 | -28 | 0 | -5 | 10 | 101 | 99
- CC1(C)CC2CC(C)(CN2C(=O)c2cc(-c3ccc(F)cc3)on2)C1 (stereo unspecified)
    -2 | 81 | 15 | 6 | 7 | 4 | 97 | 100
- COc1ccc(Cl)cc1NC(=O)C(=O)NCc1ccncc1
    9 | 105 | 1 | 10 | 1 | 7 | 99 | 98
- Cc1nc2c3ccccc3nc(NNC(=O)CCC(=O)NCCN3CCN(c4ccccc4)CC3)n2n1
    28 | 97 | -6 | 0 | -4 | -3 | 104 | 111
- CC1CCN(CCCCOc2cccc(C(C)C)c2)CC1
    0 | 91 | 13 | -7 | 1 | 3 | 108 | 109
- Cc1cccc(CSc2cccc3cccnc23)c1
    45 | 164* | 0 | 19 | -3 | 2 | 93 | 102
- NC(=O)c1cc([N+](=O)[O-])ccc1NCCN1C(=O)c2ccc(C(=O)O)cc2C1=O
    -1 | 100 | 0 | 8 | -5 | 7 | 103 | 100
- CN(C[C@H](Cc1ccccc1)N(C[C@@H](CC1CCCCC1)N(CCc1ccccc1)N=O)N=O)N=O
    -2 | x | -8 | 4 | -7 | -9 | x | x
- Brc1cccc(CSc2nnc(-c3ccncc3)o2)c1
    3 | 100 | 3 | 3 | 0 | 2 | 106 | 109
- C#C[C@]1(O)CC[C@H]2[C@@H]3[C@H](C)CC4=C(CCC(=O)C4)[C@H]3CC[C@@]21C
    0 | 107 | 4 | -4 | -2 | -12 | 100 | 99
- COc1ccc(C2N3CC4(C)CN2CC(C)(C3)C4)cc1OC (stereo unspecified)
    3 | 89 | 10 | -7 | 3 | 10 | 99 | 101
- CCOC(=O)c1ccccc1NC(=O)CSc1cccc[n+]1[O-]
    1 | 91 | 10 | 8 | 0 | 6 | 87 | 91

Compounds as they come; about 3.8% have a hit in one of these screens.
